Compound activity: PubChem BioAssay, National Center for Advancing Translational Sciences (NCATS)
KCNH2 WT inh = KCNH2 (human, wildtype) channel inhibition | Q12809 | U2OS, BacMam KCNH2, thallium flux FluxOr; active compounds read low | activity change, % at 1.84 µM | hit rate 0.37% among 340,000;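 active = maximum activity change below -70%; inconclusive = maximum activity change between -70% and -50%; inactive = maximum activity change above -50%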; note: % is set by controls: 0 for no effect and ±100 for the full control effect
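U2OS cells transduced with wild-type KCNH2 virus are loaded with FluxOr dye for 45 min, and thallium flux is measured in kinetic reads before and after stimulation buffer. Rate constants are normalized to DMSO controls.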
GALK inhibitor = blocks human galactokinase activity; P51570; Purified GALK, Kinase-Glo residual ATP luminescence; Potency, µM (doses to about 57.5 µM), for inactives: at the highest dose activity change, negative = inhibition, most hits filed as inhibitors; hit rate 0.007% among 270,000; AID 1868; note: potency is the fitted concentration of half-maximal effect; % is set by controls: 0 for no effect and ±100 for the full control effect
Target sequence (P51570 whole entry, looked up): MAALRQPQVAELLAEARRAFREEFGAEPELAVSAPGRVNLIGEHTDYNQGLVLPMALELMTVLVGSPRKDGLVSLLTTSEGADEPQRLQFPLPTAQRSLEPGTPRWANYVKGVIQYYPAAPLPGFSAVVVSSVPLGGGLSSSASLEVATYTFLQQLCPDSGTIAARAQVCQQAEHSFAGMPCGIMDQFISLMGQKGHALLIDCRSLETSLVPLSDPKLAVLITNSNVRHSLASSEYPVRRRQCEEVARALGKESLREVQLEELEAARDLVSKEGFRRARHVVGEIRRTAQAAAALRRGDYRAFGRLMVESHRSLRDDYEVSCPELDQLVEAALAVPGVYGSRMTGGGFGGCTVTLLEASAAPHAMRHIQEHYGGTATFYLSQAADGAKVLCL
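ATP-depletion format; final 35 uM ATP, 100 uM D-galactose, 5 nM enzyme; pH 8.0 HEPES/Mg2+ buffer; 60 min RT; luminescence read 10 min after detection reagent.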
TRPV1 agonist = agonists of human vanilloid receptor 1 (TRPV1) | Q8NER1 | TRPV1-expressing cells, Fluo-8 calcium influx, agonist mode | activation, % at 8.33 µM | hit rate 0.19% among 320,000 | AID 540275; in the data active = activation above about 80%; inconclusive = between about 30% and that limit; note: 0% is about no effect
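TRPV1-expressing cells were cultured overnight at 35.5C and loaded with Fluo-8 calcium dye for 40 to 90 min at room temperature. After a 10 s baseline, compound was added and calcium influx was read kinetically for 3 min (ex 480/em 520 nm).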
FBPA coupling cs = inhibits coupling enzyme system, counter-screen for aldolase hits; AID 2472; hit rate 0.67% among 290,000; coupling enzyme system counterscreen, AmpLite Red fluorescence; activity change, negative = inhibition, % at 58.2 µM, hits read low; in the data active = activity change below about -30%; note: % is set by controls: 0 for no effect and ±100 for the full control effect
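Final compound at 57.5 uM, incubated 10 min at RT with coupling enzyme reagent (glyceraldehyde-3-phosphate), then 20 min with substrate and AmpLite Red detection. Fluorescence read at 525/598 nm; tests interference with the coupling assay, not aldolase inhibition.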
AT treatment = potential ataxia-telangiectasia treatment; […] A-T fibroblasts, KAP-1 phosphorylation AlphaLISA; neocarzinostatin DNA damage 30 min before lysis; AID 485349; Potency, µM (series often up to 57.5 µM), for the others: top-dose activation, hits mostly activators; hit rate 0.19% among 320,000; note: potency is the fitted concentration of half-maximal effect; % of control where 0% means no effect; nearly all actives have a fitted effect of over 45% in size
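hTERT-immortalized A-T patient fibroblasts ([…]), 500 cells/well in OPTI-MEM, 1% FBS, got compounds for 60 min, then NCS for 30 min at 37C. Lysates were then assayed for phospho-KAP-1 by AlphaLISA (anti-pKAP1 donor, anti-KAP1 acceptor beads), 6 hr at 25C.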
MBNL1 CUG block = blocks human MBNL1 binding to CUG repeat RNA | Q9NR56 | TR-FRET MBNL1-His/biotin-(CUG)12 binding, 665/545 ratio | Potency, µM (top dose mostly 57.5 µM), for inactives: top-dose activity change, negative = inhibition, actives largely listed as inhibitors | hit rate 0.036% among 280,000 | AID 2675; active = well fitted inhibition curve with a large enough effect in the signal ratio, with a control signal flat, not every such curve was filed as active; inconclusive = small, poorly fitted or top-dose-only effect, or effect the other way, or a change in a side signal; inactive = no such curve, though single readings can be large or run the other way; the % refers to the signal ratio; note: potency is the fitted concentration of half-maximal effect; % is set by controls: 0 for no effect and ±100 for the full control effect
Target sequence (Q9NR56 whole entry, looked up): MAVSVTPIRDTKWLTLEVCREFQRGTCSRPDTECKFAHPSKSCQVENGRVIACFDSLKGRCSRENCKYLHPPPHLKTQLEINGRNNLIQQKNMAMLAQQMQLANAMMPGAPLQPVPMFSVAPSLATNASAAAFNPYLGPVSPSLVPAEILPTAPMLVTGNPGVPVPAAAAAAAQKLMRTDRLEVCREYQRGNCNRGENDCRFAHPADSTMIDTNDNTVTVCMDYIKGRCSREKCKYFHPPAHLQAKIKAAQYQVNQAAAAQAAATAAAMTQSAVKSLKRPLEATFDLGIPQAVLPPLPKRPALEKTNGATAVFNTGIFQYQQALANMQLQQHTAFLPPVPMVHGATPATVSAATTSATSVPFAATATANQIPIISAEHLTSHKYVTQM
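TR-FRET between His-tagged MBNL1 and biotin-(CUG)12 RNA, detected with Tb anti-His antibody (0.055 ng/ul) and streptavidin-XL665 (5 nM), 60 min at room temperature. Compounds titrated 92 nM to 58 uM; 665/545 nm ratio normalized to buffer and complex controls.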
ASM inhibitor = blocks human secretory acid sphingomyelinase | P17405 | AID 504937 | placental ASM, HMU-PC fluorogenic substrate, 60 min | hit rate 0.006% among 340,000 | Potency, µM (highest dose often 57.5 µM), without a hit: top-dose activity change, negative = inhibition, usual class: inhibitors; note: potency is the fitted concentration of half-maximal effect
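Human placenta-derived ASM preincubated with compound 10 min at room temperature, then reacted with 9 uM (final) fluorogenic HMU-PC substrate for 60 min at 37 C. Stop solution raises pH to 10; fluorescence read at Ex 386/Em 447 nm.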
a7 integrin act = integrin-mediated muscular dystrophy alleviation activation; alpha7betagal myoblasts, beta-gal FDG fluorescence, 48 h; Potency, µM (titrated, usually from 38.3 µM), for inactives: at the top dose activation, usual class: activators; hit rate 0.064% among 350,000; AID 624291;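 note: potency is the fitted concentration of half-maximal effect; 100% = response of the positive control SU9516; nearly all actives have a fitted effect of over 60% in size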
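alpha7betagal+/- myoblasts (passage 13, 250/well) treated 48 h at 37C with compounds at 1:260 dilution of DMSO stock. Lysed, then beta-galactosidase activity read as FDG fluorescence (ex 480/em 540) after 30 min, with pre-read for autofluorescence.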
CXXC DNA block = inhibitors of human MLL CXXC domain-DNA interaction; Q03164; MLL-CXXC / FITC-HOXA9 DNA fluorescence polarization; Potency, µM (top dose mostly 115 µM), for the others: at the top dose activity change, negative = inhibition, usual class: inhibitors; hit rate 0.037% among 290,000; active = well fitted inhibition curve with a large enough effect in the polarisation, with a control signal flat, not every such curve was filed as active; inconclusive = small, poorly fitted or top-dose-only effect, or effect the other way, or a change in a side signal; inactive = no such curve, though single readings can be large or run the other way; the % refers to the polarisation; note: potency is the fitted concentration of half-maximal effect
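Steps: dispense CXXC domain solution (7 uM) → pin compounds or unlabeled HOX-A9 DNA control → 5 min ambient → add FLSN-HOX-A9 solution (50 nM) → spin → 30 min ambient → fluorescence polarization. Tris pH 7.5/NaCl/DTT/BSA buffer.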
KCNH2 3.1 block = blocks the human KCNH2 3.1 channel isoform | U2OS KCNH2 3.1, thallium flux FluxOr; active compounds read low | activity change, % (tested at about 1.8 µM) | hit rate 0.95% among 340,000 | AID 720553;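 active = maximum activity change below -70%; inconclusive = maximum activity change from -70% to -50%; inactive = maximum activity change above -50%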;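 note: thallium influx rate constant from kinetic fluorescence after stimulation buffer; % is set by controls: 0 for no effect and ±100 for the full control effect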
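Steps: virus added to U2OS suspension (4 h, RT, dark); medium with 10% FBS added, cells plated, 37 C overnight; FluxOr/Red40 loading buffer 45 min RT; stimulation buffer, 2 min kinetic read; rate constant normalized.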
* hit, by the source's call; ? = inconclusive; . = no result given; & = joins results of further samples; [ ] = another dose, or the depositor's remark. Unless noted, calls come from the whole dose curve; as a rule, active = well fitted curve in the direction sought with a large enough effect; inconclusive = small, poorly fitted or top-dose-only effect, or another doubt; inactive = no such curve, though single readings can be large; an effect the other way counts as inactive or inconclusive.

structure	KCNH2 WT inh	GALK inhibitor	TRPV1 agonist	FBPA coupling cs	AT treatment	MBNL1 CUG block	ASM inhibitor	a7 integrin act	CXXC DNA block	KCNH2 3.1 block
CSc1nc(C)cc(Oc2ccc(=O)n(C)n2)n1	6	0%	0	-1	1%	4%	5%	3%	10%	3
CCc1ccc(N2CC(C(=O)Nc3nc4ccc(S(C)(=O)=O)cc4s3)CC2=O)cc1 (stereo not drawn)	1	-3%	-1	-3	-2%	-2%	?	-2%	2%	-2
Cc1nc2cc(NC(=O)Nc3nccs3)ccc2n1C	-6	2%	2	-2	-1%	-11%	0%	13%	0%	-6
O=c1[nH]c2ccccc2c2cn(-c3ccccc3)nc12	3	11%	-1	-12	6%	-6%	-2%	?	-3%	15
CN(c1ccc(C(=O)Nc2ccc(S(=O)(=O)N3CCCC3)cc2)cc1)S(C)(=O)=O	-7	0%	?	-1	0%	-2%	-3%	2%	-4%	11
O=C(NCCCN1CCOCC1)c1cccc(S(=O)(=O)Nc2cc(Cl)ccc2Cl)c1	2	-1%	3	13	2%	13%	-1%	19%	14%	-11
Cn1cc(Cl)c(C(=O)N2CCN(c3ncccn3)CC2)n1	1	-3%	-1	-5	4%	13%	4%	-22%	-4%	-4
CCOc1ccc(S(=O)(=O)N2CCC(c3ccccc3)CC2)cc1C(=O)O	3	-5%	-1	7	-11%	-3%	2%	0%	28%	0
COc1cc(C(=O)OC(C)CN2CCOCC2)cc(OC)c1OC (stereo not drawn)	5&-2	3%&4%	-1&-2	1&-1	-1%&-9%	-10%&2%	4%&3%	-18%&3%	13%&2%	-3&-1
COc1ccc(-c2nc(N3CCCCCC3)sc2C(=O)c2ccccc2)cc1	-10	0%	?	2	0%	63%[activator]	-13%	11%	0%	-5
CCCCn1c(N)c(N(CC)C(=O)c2cc(C)cc(C)c2)c(=O)[nH]c1=O	-8	6%	-2	1	-2%	-7%	6%	0%	-3%	-8
COc1ccc(NC(=O)CNS(=O)(=O)c2cccc3nonc23)c(OC)c1	0	-1%	0	3	-1%	?	1%	-1%	-2%	3
COc1ccc(-c2nnc(SCC(=O)N3CCCCC3)o2)cc1	1	-3%	20	4	-8%	-1%	-1%	0%	?	6
C=CCn1c(SCC(=O)NC(=O)NCc2ccco2)nc2sc(C)c(C)c2c1=O	-1	5%	1	0	-2%	69%[activator]	-3%	18%	0%	-1
Cc1nn(Cc2ccccc2)c2c1C(c1cccc(Cl)c1)C(C#N)=C(N)O2 (stereo not drawn)	3	0%	-1	6	.	-6%	-5%	7%	-15%	-8
COC(OC)c1ccnc(SCc2ccccc2Cl)n1	-2	2%	.	2	-5%	.	2%	-12%	-1%	-18
CCCCOC(=O)C(C)Nc1n[nH]c(=S)[nH]c1=O (stereo not drawn)	-1	-2%	2	3	-2%	25%	-1%	-1%	-14%	10
Cc1cccc(NS(=O)(=O)c2nnc(NC(=O)c3cccc(C)c3)s2)c1	-11	.	4	1	5%	14%	-3%	-7%	-23%	0
CC(C)CN(CC(C)C)c1nnc(NC(=O)Cn2c(=O)oc3ccccc32)s1	12	3%	11	1	11%	-4%	-1%	13%	-10%	-3
COc1ccccc1N(CC(=O)Nc1c(C)cccc1C)S(C)(=O)=O	-7	3%	-4	1	.	-4%	-1%	4%	-8%	-8
CCCCCC(=O)NC(Nc1ccc(S(N)(=O)=O)cc1)C(Cl)(Cl)Cl (stereo not drawn)	9	-1%	24	7	-4%	.	-2%	-12%	-3%	-4
O=C(O)C1CCCN1C(=O)Nc1ccccc1 (stereo not drawn)	-1	0%	-1	3	-2%	7%	1%	-5%	-2%	-1
CCOC(=O)c1[nH]c2ccccc2c1CCCN1C(=O)c2ccccc2C1=O	-1	-2%	25	-5	13%	-1%	-5%	12%	4%	-19
CCOC(=O)[C@H]1[C@H]2COc3ccc(C)cc3[C@@H]2N2C(=O)CN(Cc3ccccc3)C(=O)[C@@]12C	-1	.	20	.	6%	.	4%	15%	.	-3
CN1C(=O)/C(=C/c2ccccc2Cl)Sc2ccc(C(=O)NCc3cccnc3)cc21	-5	-2%	?	0	-2%	14%	1%	9%	23%	-19

Later entries
structure	KCNH2 WT inh	GALK inhibitor	TRPV1 agonist	FBPA coupling cs	AT treatment	MBNL1 CUG block	ASM inhibitor	a7 integrin act	CXXC DNA block	KCNH2 3.1 block
CC1CCCC(C)N1C(=O)COC(=O)Cc1ccc(F)cc1 (stereo not drawn)	21	2%	8	1	-3%	-9%	1%	-27%	-20%	11
COc1ccc(N2CCN(C(=O)CSc3ncnc4c3cnn4-c3ccccc3C)CC2)cc1	-6	1%	-12	0	-2%	-3%	0%	-7%	25%	-5
CCOC(=O)N1CCN(CC(=O)Nc2cc3c(cc2C(C)=O)OCO3)CC1	-6	1%	-2	-1	8%	?	16%	5%	-1%	-3
COc1ccc(C2=NN(c3nc4ccccc4s3)C(=O)C2)cc1	7	-1%	0	4	3%	16%	16%	7%	-9%	-9
C[C@H](CO)N1C[C@H](C)[C@@H](CN(C)C(=O)Nc2ccc(C(F)(F)F)cc2)Oc2c(NS(=O)(=O)c3cn(C)cn3)cccc2C1=O	-10	.	.	.	4%	.	-12%	14%	.	9
Nc1nc2ccc([N+](=O)[O-])c(N)c2s1	4	-2%	.	-1	-6%	?	-6%	2%	-11%	11
O=C1c2ccccc2C(O)(Cc2ccccc2)N1c1ccc2c(c1)OCO2 (stereo not drawn)	-4	0%	6	-4	1%	1%	1%	6%	-6%	11
CCn1c(CCc2ccccc2)nc2ccccc21	12	0%	30	-9	-2%	-1%	1%	17%	-10%	?
CC(=O)Nc1nc(=S)ss1	6	-2%	-1	6	2%	-6%	0%	-35%	-1%	19
CCNC(=O)COC(=O)CCC(=O)c1cccs1	-4	.	-4	5	5%	?	4%	8%	29%	-16
CCOc1ccc(-c2c(C(=O)N/N=C/c3ccsc3)nnn2-c2nonc2N)cc1	-1	-4%	?	-1	1%	6%	-1%	-15%	-1%	-1
COCc1ccc(CN2CCCCC2C(=O)Nc2ccc(Oc3ccccc3)nc2)o1 (stereo not drawn)	2	3%	8	.	-5%	1%	3%	-16%	-2%	6
Cc1c(C)n(Cc2ccc(F)cc2)c2ccc(C(=O)NCCCN3CCOCC3)cc12	0	-1%	25	2	-4%	7%	-5%	-23%	3%	2
COc1cc2c(C(=O)N3CCN(C)CC3)c(CSc3ccccc3)n(C)c2cc1Br	3	-7%	5	1	-3%	1%	-2%	-25%	18%	-22
C/C(=N\Nc1ncc(Cl)cc1Cl)c1ccccn1	-15	1%	3	-3	7%	-2%	-1%	-71%[inhibitor]	?	11
COc1ccc(C(=O)N2CCC(C(=O)Nc3cccc(C)c3)CC2)cc1OC	6	2%	0	1	11%	-9%	-1%	-8%	-11%	0
Nc1c2c(nc3ccccc13)CSCC2	-2	.	.	.	.	.	11%	16%	.	1
CC(C1CC1)N(C(=O)c1ccccc1O)c1ccccc1 (stereo not drawn)	0	-1%	20	-5	3%	-5%	5%	-2%	11%	-18
Cc1cccc(-n2c(SCC(=O)N(C)C3CCS(=O)(=O)C3)nc3ccccc3c2=O)c1C (stereo not drawn)	-2	.	28	.	0%	.	.	-8%	.	-2
COC(=O)c1ccc(COc2ccc3ccc(=O)oc3c2)o1	2	0%	1	2	-1%	7%	74%[activator]	-4%	15%	-6
CSC1=N/C(=C/c2cccnc2)C(=O)N1Cc1ccccc1	5	0%	17	1	14%	.	.	12%	-10%	-2
CN1C(=O)C(C)(C)c2cc(S(=O)(=O)NCc3ccc(Cl)cc3)ccc21	23	.	-3	0	11%	-7%	0%	-15%	.	-27
COc1cc(CNc2ccc(CNc3ncn[nH]3)cc2)ccc1OCc1ccccc1	28	-3%	1	-3	6%	-3%	2%	-14%	5%	3
COc1ccccc1Cn1c(=S)[nH]c2ccc(Br)cc2c1=O	-14	.	0	0	8%	3%	-2%	10%	2%	13
O=C(CN1CCN(Cc2ccccc2)CC1)N/N=C/c1ccco1	8	.	3	2	5%	1%	-3%	-4%	8%	-20
Cc1ccc(N2CCN(CCCN3C(=O)C4CCCN4C3=O)CC2)cc1 (stereo not drawn)	0	2%	-2	0	4%	-13%	4%	24%	-1%	9
